Screening results: PubChem BioAssay, several laboratories
PhoP inhibition = inhibitors of PhoP regulon expression, primary screen, Salmonella Typhimurium, GFP reporter (AID 1863); S. Typhimurium PhoP-regulated promoter GFP reporter, 4 h; higher % means a stronger effect; 300,000 compounds, 0.16% hits; one-dose inhibition, % at 50 µM; IC50 in µM for titrated hits;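 active = inhibition over 29.93%, a cutoff 3 SD above the screen mean, later confirmed by dose response; inconclusive = inhibition over 29.93% but no dose response follow-up; inactive = inhibition at most 29.93% or unconfirmed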;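 note: 0% = low Mg2+ inducing control and 100% = high Mg2+ repressing control; strong numbers were not always called active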
TNAP activation fold = stimulation of alkaline phosphatase TNAP activity – biochemical, luminescent, no phosphate acceptor, uHTS, primary screen (AID 1001); 200,000 compounds, 0.03% hits; purified TNAP, luminescent activation assay, no phosphate acceptor; higher activation fold means a stronger effect; activation fold at 20 µM; hits with a dose series show EC50 in µM; in the data active = activation fold from about 3, or a potency from the dose series; inactive = the rest, 99 in 100 with activation fold below about 1.6; note: many of its hits are not listed in these tables
human PMI inhibitors = human PMI inhibitors, high substrate, primary screen, biochemical, fluorescence intensity, high mannose 6-phosphate (AID 1220); recombinant PMI enzyme, coupled fluorescence intensity; higher % means a stronger effect; inhibition, % at 20 µM, or IC50 in µM where a hit was titrated; 190,000 compounds, 0.66% hits
PMI inhibitors = MPI enzyme activity inhibition – biochemical, fluorescence intensity, coupled assay, primary screen (AID 1209); 190,000 compounds, 0.42% hits; purified PMI enzyme, coupled fluorescence intensity; higher % means a stronger effect; one-dose inhibition, % at 20 µM; IC50 in µM for titrated hits;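 note: plate controls were DMSO vehicle for no effect and wells lacking substrate for full effect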
West Nile antiviral = inhibition of WNV-induced cytopathic effect – cell-based, CPE readout (AID 1621); West Nile virus-infected cells, CPE inhibition; higher % means a stronger effect; one-dose CPE inhibition, % at 10 µM; IC50 in µM for titrated hits; 290,000 compounds, 0.02% hits; in the data active = a potency from the dose series; inconclusive = CPE inhibition mostly from about 3.7% at the one dose, without a potency; inactive = the rest, 99 in 100 with CPE inhibition below about 2.2%; note: strong numbers were not always called active
RSV antiviral HEp-2 = RSV antiviral activity via CPE protection, HEp-2 cells, primary 10 µM value included (AID 2391); 310,000 compounds, 0.13% hits; CPE inhibition, % at 10 µM, or IC50 in µM where a hit was titrated; HEp-2 cells, RSV-induced CPE inhibition; higher % means a stronger effect; in the data active = a potency from the dose series; inconclusive = CPE inhibition mostly from about 23% at the one dose, without a potency; inactive = the rest, 99 in 100 with CPE inhibition below about 21%; note: strong numbers were not always called active
Ins promoter up = MIN6 insulin promoter up-regulation; MIN6 insulin promoter-GFP reporter, high-content imaging; active compounds read high; z-score at 5 µM; 190,000 compounds, 0.3% hits;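 active = z-score above 3 at 5 µM with at least 500 cells counted in the well; inconclusive = wells under 500 cells, flagged as cytotoxic or low count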
CSM14.1 death rescue = protection against thapsigargin-triggered cell killing – 384-well, CSM14.1, ATP luminescence, primary screen (AID 1222); 190,000 tested, under 10 active; CSM14.1 thapsigargin-induced death rescue, ATP luminescence; higher % means a stronger effect; cellular ATP content (survival), % at 20 µM; hits with a dose series show EC50 in µM;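 active = EC50 below 50 µM in the dose-response confirmation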;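 note: death triggered by thapsigargin at about 15 µM added after 2 h compound pretreatment; cell ATP read after overnight thapsigargin exposure of roughly 18 to 22 hours; normalized against plate controls of thapsigargin alone and 5% DMSO vehicle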
Large T inhibition = SV40 large T antigen inhibitors, biochemical (AID 1903) | SV40 large T antigen ATPase/helicase inhibition assay; higher % means a stronger effect | inhibition, % at 20 µM, or IC50 in µM where a hit was titrated | 310,000 compounds, 0.39% hits; in the data active = a potency from the dose series; inconclusive = inhibition mostly from about 32% at the one dose, without a potency; inactive = the rest, 99 in 100 with inhibition below about 32%; note: strong numbers were not always called active
Ins promoter up cell count = second read-out of Ins promoter up, no call of its own (marks repeat the call); cell count; measured here: cytotoxicity, nuclei count;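 total cells summed across four imaged fields per well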
Active calls of the source: *; ? = inconclusive; . = no result given; & = joins results of further samples; ! = not active in a repeat. Cut-off read from the data, not from the text of the source, unless noted: active = inhibition above about 50%; inactive = the rest.

SMILES	PhoP inhibition	TNAP activation fold	human PMI inhibitors	PMI inhibitors	West Nile antiviral	RSV antiviral HEp-2	Ins promoter up	Ins promoter up cell count	CSM14.1 death rescue	Large T inhibition
COc1ccc2oc(-c3ccc(NC(=O)c4ccc(N5CCOCC5)c([N+](=O)[O-])c4)cc3)nc2c1	-8%	1	-4%	1%	-1.3%	5.6%	-0.03	1299	-1.3%	7%
COc1ccc(CN(CC(=O)NCc2ccco2)C(=O)CNS(=O)(=O)c2ccc(C)cc2)cc1	8%	.	.	.	-0.6%	0.2%	.	.	.	2%
COc1ccccc1/C=C1\SC(=S)N(NS(=O)(=O)c2ccccc2)C1=O	25%	.	.	.	1.4%	?	.	.	.	3%
O=C(CCC(=O)Nc1ccccc1)N/N=C/c1ccc2c(c1)OCO2	2%	.	.	.	0.2%	0.2%	.	.	.	4%
Cc1cc([N+](=O)[O-])ccc1NC1CCCC1	0%	0.9	7%	-10%	-0.8%	5.3%	1.9	1198	-3.4%	9%
O=C1c2c(O)cc(O)cc2O[C@H](c2ccc(O)c(O)c2)[C@H]1O	-2%&-11%	.	.	.	-0.1%	2.1%	.	.	.	32µM*!
CCC(C)(C)n1nnnc1C(c1ccc(C)cc1)N1CCN(Cc2ccc3c(c2)OCO3)CC1 (centres undefined)	2%	1	-1%	-1%	-1.3%	-0.9%	-1.3	646	2.2%	12%
COC(=O)CSc1cc(C)nc(SC)n1	8%	1.2	-1%	2%	-0.1%	1.4%	.	.	-0.8%	6%
CCC(CC)C(=O)Nc1c2c(nn1-c1ccc(OC)cc1)CS(=O)C2 (centres undefined)	7%	1.1	5%	4%	-0.2%	0.3%	0.16	937	-0.3%	4%
CC1C=CCC2C(=O)N(c3cccc(C(=O)N4CCCCCC4)c3)C(=O)C12 (centres undefined)	-9%	.	.	.	-0.6%	1.0%	.	.	.	-2%
O=C(COC(=O)c1ccc(O)cc1)NCCCc1ccccc1	14%	1.1	-4%	0%	1.0%	.	-0.63	1342	-1.6%	9%
COc1cccc2cc(C(=O)NCc3ccccc3Br)c(=O)oc12	5%	.	.	.	-1.0%	0.1%	.	.	.	4%
COc1cc(CCC(=O)OCC(=O)NCc2ccccc2)cc(OC)c1OC	1%	1	-3%	-6%	-0.1%	0.7%	-0.13	1206	-5.6%	7%
Cc1ccc(OC(=O)c2ccc(Br)o2)cc1	9%	1.1	2%	0%	0.2%	2.4%	0.34	1388	0.8%	4%
Cc1ccc2c(c1)cc(CN(Cc1cccnc1)C(=O)NCc1ccccc1)c1nnnn12	25%	1	10%	14%	-0.3%	4.5%	-0.05	1568	-1.0%	1%
Cc1cc2c(cc(C(=O)O)n2C)s1	-35%	1.1	-2%	0%	1.1%	1.0%	0.1	1004	-1.0%	1%
Cn1c(C(=O)OCC(=O)NCc2cccs2)cc2sccc21	13%	1	14%	-3%	1.2%	2.8%	0.28	1349	-1.7%	1%
COc1ccc(N/C=C\C(=O)c2ccc(Br)cc2)cc1OC	4%	1.1	5%	24%	-0.6%	0.8%	-0.48	1351	-0.7%	5%
CCC(=O)NC(=Nc1nc2ccccc2s1)NC(=O)CC	0%	1.1	-6%	0%	-0.4%	12%	0.17	1850	-1.4%	9%
Cc1onc(-c2ccccc2)c1C(=O)OCC(=O)Nc1cc(S(=O)(=O)N2CCOCC2)ccc1Cl	1%	0.9	10%	6%	0.3%	16%	-0.51	1122	0.2%	-4%
CN(C)NC(=S)NC1CC2CCC1C2 (centres undefined)	1%	.	.	.	-0.1%	1.3%	.	.	.	23%
CCOc1cc(NC(=S)NCCCN2CCOCC2)c(OCC)cc1NC(=O)CC(C)C	4%	1.1	31%	6%	-0.1%	0.9%	-1.2	1353	-1.3%	21%
Cc1ccc(NC(=O)c2ccc(Cl)c(S(=O)(=O)NCC3CCCO3)c2)c(O)c1 (centres undefined)	-1%	.	.	.	-0.6%	?	.	.	.	-6%
CCc1ccc(CN2CCC(n3nccc3NC(=O)c3cccc(F)c3)CC2)cc1	-2%	.	.	.	-1.0%	0.5%	.	.	.	9%
CC1=CC(=C(C#N)c2nc3ccccc3s2)C=C(C)N1c1ccc(F)cc1F	-5%	0.9	30%	34%	-0.2%	1.8%	1.9	1436	1.0%	16%
Cn1nc(-c2ccc(N3CCN(CCO)CC3)c([N+](=O)[O-])c2)c2ccccc2c1=O	8%	1	.	.	-0.6%	0.0%	0.11	974	-1.4%	6%
COc1cccc(C2NC(c3cccc(OC)c3O)C(C)C(=O)C2C)c1O (centres undefined)	7%	1.1	2%	1%	0.9%	0.6%	.	.	1.8%	10%
O=c1[nH]snc1N1CCOCC1	-14%	1.1	-7%	-25%	1.3%	2.5%	0.2	1181	-0.6%	0%
CCC(=O)N(CCc1ccccc1)Cc1cc2cc(C)ccc2[nH]c1=O	5%	.	.	.	-1.5%	2.0%	.	.	.	8%
COc1ccc(C(=S)N2CCOCC2)cc1OC(=O)c1ccc([N+](=O)[O-])cc1	4%	.	.	.	0.1%	0.7%	.	.	.	6%
COCc1cc(N2CCOCC2)nc(SCc2ccc(Cl)cc2)n1	-8%	1.1	-2%	-7%	0.0%	2.3%	2.2	660	.	2%
O=C(OCc1cccc2ccccc12)C1CC(=O)N(c2ccccc2)C1 (centres undefined)	-5%	1	-1%	-7%	-0.7%	1.2%	-0.59	926	4.0%	16%
O=C(CSc1ncnc2c1oc1ccccc12)OCc1ccccc1	-8%	1.1	19%	23%	-0.6%	0.8%	1.5	1304	-0.9%	7%
O=C(NCc1ccco1)c1cc(-c2cccc(Cl)c2)on1	-5%	1.1	-1%	3%	-0.1%	1.9%	-0.68	597	-1.3%	8%
O=C(Nc1nnc(CCN2CCCCC2)s1)C1CCCCC1	6%	1.1	2%	9%	-0.2%	0.4%	-0.14	1164	.	7%
Cc1c(N)cccc1-n1cccc1	-3%	1.1	0%	-5%	0.6%	2.7%	-0.16	1412	-5.6%	3%
O=S(=O)(/N=C(/Nc1ccccc1)c1ccccc1O)c1ccccc1	-7%	1.1	-6%	-14%	-1.3%	2.2%	-1.1	1338	0.0%	5%
CCN(CC)CCCN1C(=O)C(=O)/C(=C(/O)c2ccc3c(c2)CC(C)O3)C1c1cccnc1 (centres undefined)	.	1.1	-3%	-2%	.	.	0.14	996	1.7%	.
CC(C)(C)C1=C(C#N)C(c2cc3c(cc2Br)OCO3)C(C#N)=C(N)O1 (centres undefined)	.	1	36%	23%	0.3%	0.1%	-0.11	1291	1.8%	.
CS(=O)(=O)NCCSc1cc(C(F)(F)F)nc2ccccc12	-2%	.	.	.	-0.6%	17%	0.46	1476	.	15%

Molecules listed so far that contain an NH in an aromatic ring, in the order listed:
SMILES	PhoP inhibition	TNAP activation fold	human PMI inhibitors	PMI inhibitors	West Nile antiviral	RSV antiviral HEp-2	Ins promoter up	Ins promoter up cell count	CSM14.1 death rescue	Large T inhibition
O=c1[nH]snc1N1CCOCC1	-14%	1.1	-7%	-25%	1.3%	2.5%	0.2	1181	-0.6%	0%
CCC(=O)N(CCc1ccccc1)Cc1cc2cc(C)ccc2[nH]c1=O	5%	.	.	.	-1.5%	2.0%	.	.	.	8%

Later entries:
SMILES	PhoP inhibition	TNAP activation fold	human PMI inhibitors	PMI inhibitors	West Nile antiviral	RSV antiviral HEp-2	Ins promoter up	Ins promoter up cell count	CSM14.1 death rescue	Large T inhibition
Cc1ccc2c(c1)c1c3n2CCN(C(=O)C2CC2)C3CCC1 (centres undefined)	-2%	1	3%	2%	-0.2%	12%	1	1014	-1.1%	5%
COc1ccc(N2CCN(CC(O)COCCOc3ccc(Br)cc3)CC2)cc1 (centres undefined)	14%	1	-24%	-29%	-1.9%	6.2%	-0.67	1249	-0.2%	22%
COc1cccc(C(=O)Nn2c(-c3cccs3)nc3ccccc3c2=O)c1OC	5%	1.1	22%	14%	0.2%	1.1%	-0.29	1116	-4.5%	9%
COc1ccc(CN(Cc2ccco2)S(=O)(=O)c2ccc(S(=O)(=O)N3CCCC3)cc2)cc1	3%	1.2	-1%	-7%	-0.2%	0.9%	-0.35	935	1.4%	11%
O=C(c1ccc(-c2ccccc2)cc1)c1ccccc1C(=O)N1CCOCC1	2%	1.1	0%	8%	0.0%	.	0.34	828	5.1%	-1%
COCCNC(=O)c1sc2nc(-c3ccccc3)cn2c1C	5%	1.1	-1%	3%	.	0.8%	.	.	1.9%	15%
O=C(NCC1CC1)C1(S(=O)(=O)c2ccccc2)CC=CC1	-2%	.	.	.	-0.3%	3.0%	.	.	.	8%
CCOc1ccc(S(=O)(=O)n2c([N+](=O)[O-])cnc2C)c(C)c1C	-2%	.	.	.	-0.9%	1.4%	.	.	.	9%
CC1=C[C@@H](C)[C@@H](c2ccccc2)OC1=O	5%	.	.	.	0.0%	0.8%	.	.	.	2%
COC(=O)CCNC(=O)c1ccc2[nH]c(C)c(C)c2c1	8%	1.2	-5%	-4%	0.5%	2.4%	-0.54	1418	-0.3%	1%
COc1cccc(NC(=S)NC(=O)c2c(Cl)c(C)nn2C)c1	2%	0.9	19%	1%	0.0%	3.6%	0.54	1164	-1.4%	1%
CCOC(=O)C1CCN(C(=O)CC(C)S(=O)(=O)c2ccc3c(c2)NC(=O)CO3)CC1 (centres undefined)	-5%	.	.	.	0.5%	7.0%	.	.	.	-3%
Cc1cccc(C)c1NC(=O)CSc1nnc(-c2ccoc2C)n1C	-2%	1.1	4%	4%	0.1%	1.8%	0.16	1259	1.1%	9%
CCCCOc1ccc(C(=O)N2CC(C)OC(C)C2)cc1 (centres undefined)	-1%	1.1	-7%	5%	-1.2%	0.4%	1.1	881	2.3%	4%
COc1cc(C=Nc2cccc([N+](=O)[O-])c2C)ccc1OC(C)=O	3%	1.1	12%	7%	0.6%	0.8%	-1.3	1524	-1.0%	13%
CC(C)(C)SCCNC(=O)/C=C/c1ccc([N+](=O)[O-])cc1	24%	1.1	-5%	-9%	-0.8%	3.5%	0.03	1274	-3.1%	17%
COc1ccc(CCN2C(=O)NC(NS(=O)(=O)c3ccc(N)cc3)(C(F)(F)F)C2=O)cc1OC (centres undefined)	3%	0.9	2%	-10%	-0.3%	0.3%	0.39	1269	3.4%	20%
Cc1ccc(NC(=O)CN2C(=O)NC3(CCC(C)CC3)C2=O)c(Cl)c1 (centres undefined)	-4%	1.1	5%	2%	-0.4%	3.2%	0.53	1047	-0.7%	10%
Cc1ccc(S(=O)(=O)Nc2c(C)cc(C)nc2Cl)cc1	1%	.	.	.	-0.6%	-0.8%	.	.	.	5%
COc1cc(/C=N/NC(=O)c2ccccc2)ccc1OS(=O)(=O)c1ccccc1	-16%	1.1	12%	18%	-0.4%	9.0%	-0.07	1300	-5.0%	4%
CCc1ccccc1NC(=O)Cn1nnc(C(=O)NCc2cccs2)c1N	8%	1.1	-2%	-4%	-0.8%	2.4%	-0.3	1542	0.2%	4%
Cc1cc(C)c(NC(=O)CN2CCN(C)CC2)c(C)c1	8%	1.2	13%	12%	-0.3%	1.2%	1.2	1007	1.2%	3%
